Artemis inh – blocks endonuclease activity of human Artemis; 30,000 tested, 0.78% active; recombinant Artemis, quenched FAM hairpin cleavage fluorescence; AID 686954; inhibition, % at 10 µM;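 active = at 10 µM dose, at least 30% inhibition, measured as corrected fluorescence normalized to stimulator and neutral control wells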
Target sequence (Q96SD1 whole entry, looked up): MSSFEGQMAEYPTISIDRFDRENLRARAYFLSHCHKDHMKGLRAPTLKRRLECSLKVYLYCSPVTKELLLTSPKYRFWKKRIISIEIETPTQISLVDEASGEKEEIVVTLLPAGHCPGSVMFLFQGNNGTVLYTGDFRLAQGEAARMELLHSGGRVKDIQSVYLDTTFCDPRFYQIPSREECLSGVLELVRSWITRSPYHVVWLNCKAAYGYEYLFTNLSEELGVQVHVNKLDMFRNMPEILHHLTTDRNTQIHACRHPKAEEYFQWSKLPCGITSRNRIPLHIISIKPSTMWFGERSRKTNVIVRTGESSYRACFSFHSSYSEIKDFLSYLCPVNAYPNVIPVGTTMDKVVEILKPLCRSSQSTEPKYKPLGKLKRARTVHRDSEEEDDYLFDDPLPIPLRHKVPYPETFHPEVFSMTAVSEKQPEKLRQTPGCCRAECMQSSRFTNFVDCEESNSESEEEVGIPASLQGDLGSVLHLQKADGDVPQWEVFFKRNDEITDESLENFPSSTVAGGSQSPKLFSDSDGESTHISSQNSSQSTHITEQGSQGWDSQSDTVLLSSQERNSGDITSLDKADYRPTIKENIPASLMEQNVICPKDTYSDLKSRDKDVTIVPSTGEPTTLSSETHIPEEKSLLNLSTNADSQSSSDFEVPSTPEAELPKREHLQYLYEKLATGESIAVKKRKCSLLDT
Numbers without * were called inactive. An excerpt (hit frequency here may not be typical).

SMILES | Artemis inh
O=C(Nc1cccnc1)C1CCCN(S(=O)(=O)c2ccccc2)C1 (centres undefined) | 4
Cn1c(=O)c2c(nc(-n3ccnc3)n2Cc2ccc([N+](=O)[O-])cc2)n(C)c1=O | -3
Cc1ccc2c(N)c(C)ccc2c1 | -9
O=c1c2c(nc3cc(-c4ccccc4)[nH]n13)CCC2 | -8
Cc1ccc(OCCCC(=O)Nc2nccs2)cc1 | 1
CCOC(=O)c1c(C)n(C)c2ccc(OC)c(NC(=O)CN3CCN(C(=O)c4ccco4)CC3)c12 | -7
Clc1ccc(-n2ncc3c(NCc4ccc5c(c4)OCO5)ncnc32)cc1 | -2
Cc1ccc(S(=O)(=O)NC(CC(=O)N2CCOCC2)c2ccco2)cc1 (centres undefined) | -3
O=C(C1CCCCC1)N1CCCn2c1nc1ccccc12 | -1
Cc1cc(NS(=O)(=O)c2ccc(NC(=O)c3ccco3)cc2)no1 | 7
O=C1CCC([N+](=O)[O-])C(c2cccc(Cl)c2Cl)N1 (centres undefined) | -1
Cn1cnnc1SCc1ccc(C(=O)O)cc1 | -14
CCN(CC(=O)NC)S(=O)(=O)c1ccc(C)cc1 | -2
Cc1n[nH]c(C)c1C(=O)CC1(O)C(=O)N(CCc2ccccc2)c2ccc(Cl)cc21 (centres undefined) | -1
COc1cc2c(cc1OC)C1=NC(=O)CN1C(SCc1ccccc1)=N2 | 18
Cc1nnc(SCC(=O)Nc2ccc3c4c(cccc24)CC3)n1C | 4
COc1ccc(Nc2nc(N)nc(COc3ccc(OC)cc3)n2)cc1 | 2
COc1ccc(CCn2nnnc2C(c2ccccc2)N2CCN(C)CC2)cc1OC (centres undefined) | 0
CCCCOc1ccc(C2(C(=O)O)CCCC2)cc1 | 1
c1ccc(CCNc2ncnc3nc[nH]c23)cc1 | -2
COCCn1c(SCC(=O)c2ccc(F)cc2)nnc1C(C)C | -8
COc1cc(-c2nnc(SCC3(c4ccc(Br)cc4)OCCO3)o2)cc(OC)c1OC | 2
CN1CCN(S(=O)(=O)c2ccc(NC(=O)C3CCCCC3)cc2)CC1 | -5
O=C(Cc1sc(-c2ccccc2Cl)nc1-c1ccccc1)Nc1ccccc1 | -11
O=C(Cc1ccccc1)NN1C(=O)C2C3C=CC(C3)C2C1=O (centres undefined) | -7

Four of the compounds above, as labelled records.
> c1ccc(CCNc2ncnc3nc[nH]c23)cc1
- Artemis inh: -2
> COCCn1c(SCC(=O)c2ccc(F)cc2)nnc1C(C)C
- Artemis inh: -8
> COc1cc(-c2nnc(SCC3(c4ccc(Br)cc4)OCCO3)o2)cc(OC)c1OC
- Artemis inh: 2
> CN1CCN(S(=O)(=O)c2ccc(NC(=O)C3CCCCC3)cc2)CC1
- Artemis inh: -5

Next part
SMILES | Artemis inh
O=S(=O)(c1cccc2nonc12)N1CCN(c2cccc(Cl)c2)CC1 | -9
CCOc1ccc(NC(=O)C2CC(C)=C(C)CC2C(=O)O)cc1 (centres undefined) | -3
S=C(Nc1cccc(Cl)c1)NC1CCCCC1 | -1
COC(=O)c1c(C(=O)OC)c(-c2cccc(C)c2)n2c1CS(=O)(=O)C2 | -2
N#CCCN(C(=O)Nc1ccccc1)c1ccccc1 | -2
Cc1cc(C)cc(OCC(=O)NN2Cc3ccccc3C2=N)c1 | 1
FC(F)(F)c1cccc(Sc2nc(-c3ccccc3)nnc2C(F)(F)F)c1 | -4
O=C(NCCCN1CCN(c2ccc(F)cc2)CC1)c1cccc(N2CCCC2=O)c1 | 1
C=CCOc1ccc(C2C(C(=O)c3cccs3)=C(O)C(=O)N2c2nnc(C)s2)cc1 (centres undefined) | -14
CCOC(=O)c1[nH]c(C)c(C(=O)NCCC2=CCCCC2)c1C | -1
O=C1Nc2ccccc2C12Nc1ccccc1-c1nc3ccccc3n12 (centres undefined) | 4
CCSC1(SCC)N=C(N)C2(C#N)C(c3ccccc3)NC(C)=C(C)C12C#N (centres undefined) | -5
COC(=O)c1sc(NC(=O)CSc2nnnn2-c2ccc(C)cc2C)nc1C | 10
CC(=O)c1ccc(OCC(O)CN2CCN(CC(O)COc3ccc(C(C)=O)cc3)CC2)cc1 (centres undefined) | -4
O=C(Nc1ccccc1)c1ccccc1CC[N+](=O)[O-] | -8
O=C(Cn1nc(C(=O)O)c2ccccc2c1=O)NCCC1=CCCCC1 | 4
CC(=O)OCc1cc2cccc(C)c2[nH]c1=O | 17
CCOC(=O)N1CCN(c2ccc(C(=O)c3ccccc3)cc2F)CC1 | 0
CCOc1ccc(CNc2ccc3c(c2)nc(C)n3C)cc1 | -3
Cc1cccc(NC(=O)CSc2nnc([C@@H]3CCCN3C(=O)OC(C)(C)C)o2)c1C | -4
CCn1nnnc1SCC(=O)Nc1ccc2c(c1)OCCO2 | 2
COc1ccc(CC(=O)Nc2ccc(S(=O)(=O)Nc3ncccn3)cc2)cc1 | 3
CSc1nc2ccccc2n1CC(=O)N1CCCCC1 | -4
CC(=O)N(C)c1nnc(-c2cnccn2)s1 | 0
CCCCN(CCCC)C1=Nc2ccccc2N/C1=C(/C#N)C(=O)OCC | -6

Carrying on.
SMILES | Artemis inh
O=C(c1cc2sccc2n1Cc1ccccc1)N1CCN(c2nc3ccccc3s2)CC1 | 4
O=C1c2cccc3cccc(c23)C(=O)N1c1nncs1 | -4
COc1ccc(-c2nnn(Cc3ccccc3F)n2)cc1 | 6
COC(=O)C1=C(C)N(c2ccc(S(N)(=O)=O)cc2)C(=O)C1 | -8
O=C(/C=C/c1ccccc1)c1cc(Br)ccc(=O)c1O | 36*
CCOC(=O)c1c(C)oc2ccc(OCc3cc(C(=O)OC)oc3C)cc12 | -4
O=C(CSc1nnc2scc(-c3ccccc3)n12)Nc1nsc(-c2ccc(Cl)cc2)n1 | 29
COc1cc(NC(=O)c2cc(OC)c(OC)c(OC)c2)c(OC)cc1NC(=O)CN1CCCCC1 | -4
Cn1c(=O)n(C)c2cc(C(=O)O)ccc21 | -3
COc1ccccc1-c1coc2c(CN3CCN(CCO)CC3)c(O)ccc2c1=O | -4
COc1ccc(OC)c(S(=O)(=O)N(C)CC(=O)Nc2ccc3c(c2)OCCO3)c1 | -7
COC(=O)c1cccc(NC(=O)c2cccc(OC)c2)c1 | 1
N#Cc1c(N)sc(=S)c2c1CCCCC2 | 15
Cc1ccc(NC(=O)C2CCN(C(=O)NC3CCCCC3)CC2)cc1 | 7
Cc1ccc(OCC(=O)N2CCN(C(=O)Cc3ccccc3)CC2)cc1 | 2
CCOC(=O)c1oc2ccc(Br)cc2c1NC(=O)CN1CCN(C)CC1 | 0
CC(C)C(NC(=O)OCc1ccccc1)C(=O)OCC(=O)N1C(C)CCCC1C (centres undefined) | -13
FC(F)(F)c1cc(-c2ccc(Cl)cc2)nc2ncnn12 | 14
Cc1nc(C2CC(=O)OC23CCCCC3)cs1 (centres undefined) | -3
Cn1cc(Cl)c(C(=O)N2CCN(c3ncccn3)CC2)n1 | -4
CN(Cc1cnn(C)c1)C(=O)c1sc2cccc(Cl)c2c1Cl | 7
Cc1cccc(-c2nc(C#N)c(NC3CCCCC3)o2)c1 | -1
Cc1nnc(N2CCN(c3ccccc3)CC2)[nH]c1=O | -8
Cc1cccc(CN(CC(=O)N/N=C/c2ccco2)S(=O)(=O)c2ccc(Cl)cc2)c1 | 11
COc1ccc(CCNC(=O)c2sc3cc(C)ccc3c2Cl)cc1 | -8

Going on with the list:
SMILES | Artemis inh
Cc1cc(-c2nc3c4c5c(sc4[nH]c(=O)n3n2)CCC5)c(C)o1 | 3
O=c1[nH]c2ccccc2nc1NCCN1CCOCC1 | -2
Brc1ccc(-c2ccc(/C=N/Nc3nncc(-c4ccccc4)n3)o2)cc1 | 24
Nc1nc(CSc2nnnn2-c2ccc(F)c(Cl)c2)nc(N2CCOCC2)n1 | 3
CCOC(=O)Cc1c(C)nc2c(-c3ccccc3)c[nH]n2c1=O | 3
CCC(=NCc1ccccc1)C1=C(O)C(C(=O)OC)C(C)(C)CC1=O (centres undefined) | -1
CSc1ccc(CNc2ccccn2)cc1 | -4
O=C1CC(c2ccc(F)cc2)C2=C(CCCC2=O)N1 (centres undefined) | -5
CCN(CC)CCCN1C(=O)CSC1c1ccc2c(c1)OCO2 (centres undefined) | 0
CC(C)Oc1cccc(-c2cc(C(=O)N3CCN(S(C)(=O)=O)CC3)c3ccccc3n2)c1 | -3
CCC(C)NC(=O)CSc1nc2n[nH]c(C)c2c(=N)n1-c1ccc(OC)cc1 (centres undefined) | -5
Cc1cc(=O)oc(C)c1C(=O)n1nc(C)c2c1C[C@@H]1[C@H]2C1(C)C | -6
C=CCOc1c(CNc2cccc(C(=O)O)c2)cccc1OC | 3
O=c1cc(NCc2ccco2)c2ccccc2o1 | -1
O=C(c1ccc(COc2ccccc2[N+](=O)[O-])o1)N1CCCCCC1 | 5
Cc1c(C2CC(=O)N(c3ccccc3)C2=O)[nH]n(-c2ccccc2)c1=O (centres undefined) | -6
O=C(NNC(=O)C1CCN(Cc2cccc(F)c2)CC1)c1cccc(Cl)c1 | -4
Cc1c(NC(=O)CCC(=O)N2CCCCC2)c(=O)n(-c2ccccc2)n1C | -2
CNC(=O)c1nnn(Cc2ccccc2)c1NC(=O)C(F)(F)F | 1
COc1cc(/C=N/n2cnnc2)ccc1OCCOc1ccccc1 | 3
OCCCCCN=c1cc(-c2ccccc2)oc2ccc(Cl)cc12 | 8
COc1ccc(C(=O)Nc2nc(N3C(=O)c4ccccc4C3=O)n(-c3ccccc3)n2)cc1 | -5
Cn1c(=NC(=O)CSCC(=O)N2CCCCC2)sc2ccccc21 | 2
CC(=O)c1cc(C#N)c(SCc2ccccc2C#N)nc1C | -5
O=c1c(Cc2ccc(F)cc2)c(O)ccn1C1CC1 | -6

In another format: two of the compounds above.
O=C(NNC(=O)C1CCN(Cc2cccc(F)c2)CC1)c1cccc(Cl)c1
  Artemis inh: -4

Cc1ccc(S(=O)(=O)NC(CC(=O)N2CCOCC2)c2ccco2)cc1 (centres undefined)
  Artemis inh: -3

At a glance, 3 of the compounds above.
SMILES | Artemis inh
Cc1cc(=O)oc(C)c1C(=O)n1nc(C)c2c1C[C@@H]1[C@H]2C1(C)C | -6
C=CCOc1c(CNc2cccc(C(=O)O)c2)cccc1OC | 3
O=c1cc(NCc2ccco2)c2ccccc2o1 | -1

(next part)
SMILES | Artemis inh
CC(=O)Nc1cc2c(cc1NC(=O)Cn1nc(-c3ccc4c(c3)OCCO4)ccc1=O)OCCO2 | 10
Cn1c(-c2ccc(CN3CCCCC3)o2)nc2ccccc21 | 3
CS(=O)(=O)N1CCN(c2ccccc2NC(=O)c2cccnc2)CC1 | -3
Cc1n[nH]c(=O)nc1NCc1ccc(Cl)cc1 | -5
CC1=C(C)CS(=O)N(S(=O)(=O)c2ccc(Cl)cc2)C1 (centres undefined) | -4
CCOC(=O)c1cnc(-c2ccccc2)nc1Oc1ccccc1 | 0
CCOC(=O)CSc1nc(C)c(C(=O)OCC)s1 | -2
Cc1ccc(-c2cc(C(=O)Nc3ccc4c(c3)OCCO4)c3ccccc3n2)cc1 | 4
COC(=O)C1CCN(c2nc3ccccc3nc2C(C#N)C(=O)NCCc2ccccc2)CC1 (centres undefined) | 12
CCS(=O)(=O)N1CCCC(C(=O)NC2CCC(C)CC2)C1 (centres undefined) | 3
Cc1ccc(C)c(NC(=O)CSc2nnc(-c3ccccc3)n2N)c1 | -3
COc1cccc(Cn2c(-c3nonc3N)nc3ccccc32)c1 | 3
COC(=O)c1ccc(C)c(NC(=O)CN(c2ccc3c(c2)OCO3)S(C)(=O)=O)c1 | -8
CCCCNC(=O)CN(c1cccc(Br)c1)S(C)(=O)=O | -6
S=c1[nH]nc(CSc2nc3ccccc3s2)o1 | 0
O=C(COC(=O)C1CCN(S(=O)(=O)c2cccc3cccnc23)CC1)c1ccc(F)cc1 | 4
Cc1ccc2cc(CN(CCCN(C)C)C(=O)NCc3ccccc3)c(=O)[nH]c2c1C | -1
COc1cc(C2C(C#N)=C(C)NC3=C2C(=O)CC(C)(C)C3)cc(OC)c1O (centres undefined) | 4
COc1ccc(S(=O)(=O)N2CC(O)CC2C(=O)OCC(=O)Nc2ccc(Cl)cn2)cc1 (centres undefined) | 2
C#CCSc1nc(-c2cccs2)ccc1C#N | 4
CN1CC(=O)N(CCOc2ccccc2)C1=O | -2
O=C(Nc1ccc2c(c1)OCCO2)NC1CCCCC1 | -2
CC1=C(C(=O)OC2CCCCC2)C(c2ccco2)C2=C(CC(C)(C)CC2=O)N1 (centres undefined) | -5
CCCCn1c(=O)n(Cc2cccc(F)c2)c(=O)c2c1ncn2Cc1ccco1 | 6
C=CCOc1c(CNc2ncn[nH]2)cccc1OCC | 16

Retrieved one by one from the entries so far (four):
SMILES | Artemis inh
CCOC(=O)c1cnc(-c2ccccc2)nc1Oc1ccccc1 | 0
O=c1c(Cc2ccc(F)cc2)c(O)ccn1C1CC1 | -6
Brc1ccc(-c2ccc(/C=N/Nc3nncc(-c4ccccc4)n3)o2)cc1 | 24
COc1ccc(OC)c(S(=O)(=O)N(C)CC(=O)Nc2ccc3c(c2)OCCO3)c1 | -7

New compounds follow.
SMILES | Artemis inh
CC(=O)Nc1ccc(-c2ccccc2)s1 | -4
CCc1nc2ccccc2c(C(=O)OCC(=O)NCc2ccco2)c1C | -3
CCN(CC)c1ccc(/C=N/Nc2nc3ccccc3[nH]2)c(O)c1 | 38*
COc1ccc(NC(=O)/C(Cl)=C(/Cl)S(=O)Cc2ccccc2)cn1 (centres undefined) | -1
CCOc1ccccc1-c1nc(C(N)=O)c2[nH]c(=O)n(-c3ccccc3)c2n1 | 16
CC(C)Cc1ccc(/C(=N/O)C(=O)O)s1 | -11
COC(=O)c1nn(-c2ccccc2)c(Cl)c1/C=N/OCc1ccc(Cl)cc1Cl | 1
COc1ccc2[nH]cc(/C=C(/C#N)S(=O)(=O)c3ccccc3)c2c1 | 3
Cc1c(C(=O)Nn2cnnc2)oc2ccccc12 | -10
CCCCC(=O)Nc1nnc(-c2ccc(OC)cc2)s1 | 5
CC(C)OCCCNc1ncc2c(n1)CC(c1ccc(N(C)C)cc1)CC2=O (centres undefined) | 14
COc1ccc(C(=O)c2sc(NC(C)C)nc2N)cc1OC | 0
COc1ccc(-c2nnc(-c3cc(OC)c(OC)c(OC)c3)o2)cc1OC | 10
NC(=O)COC(=O)c1cc(S(=O)(=O)N2CCOCC2)ccc1N1CCCCC1 | -5
CCCCNc1nc(-c2ccccc2)c(C(=O)OCC)cc1C#N | -1
Cc1nn2c(=O)c(NC(=O)c3ccc(F)cc3)cnc2s1 | 1
O=C(Nc1ccccn1)c1cccs1 | -3
Cc1ccccc1CNC(=O)c1ccccc1C(=O)O | -9
